Assay outcomes deposited in PubChem by several laboratories.
NCOA2 inhibitor = inhibits human steroid receptor coactivator 2 | 370,000 compounds, 0.17% hits | inhibition, % at 9 µM | AID 651957 | HEK293 GAL4-SRC2 luciferase reporter, luminescence;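 active = inhibition above the mean inhibition of all tested compounds plus 3 SD, set per campaign, cut at about 52% in these data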;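 also: 0% = DMSO treated cells and 100% = cells given Gossypol at 36 µM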
COUP-TFII inh = inhibitors of human COUP-TFII (NR2F2); HEK293T NGFI-A luciferase reporter, luminescence; inhibition, % at 8.6 µM; 370,000 compounds, 0.7% hits; AID 686940;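 active = inhibition above a per-plate cutoff, mean inhibition of test wells between control levels plus 3 SD, cut at about 38% in these data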;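 also: cells cotransfected with COUP-TFII expression vector driving the NGFI-A reporter; 0% = median of COUP-TF2 test wells and 100% = reporter-only cells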
Target sequence (P24468 whole entry, looked up): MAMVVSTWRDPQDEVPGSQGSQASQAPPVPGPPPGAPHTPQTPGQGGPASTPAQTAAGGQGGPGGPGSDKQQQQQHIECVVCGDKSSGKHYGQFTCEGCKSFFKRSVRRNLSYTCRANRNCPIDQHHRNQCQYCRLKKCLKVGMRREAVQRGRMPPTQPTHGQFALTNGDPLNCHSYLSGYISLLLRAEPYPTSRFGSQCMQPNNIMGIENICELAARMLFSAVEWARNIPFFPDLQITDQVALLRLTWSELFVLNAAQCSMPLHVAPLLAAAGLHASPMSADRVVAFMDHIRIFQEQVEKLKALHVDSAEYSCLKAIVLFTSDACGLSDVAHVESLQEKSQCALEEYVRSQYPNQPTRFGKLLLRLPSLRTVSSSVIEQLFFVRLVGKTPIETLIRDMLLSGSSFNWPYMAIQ
NOD2-RIPK2 inh = NOD2-RIPK2 protein interaction inhibition. O43353. CHO BLA complementation NOD2-RIPK2, CCF4 ratio. inhibition, % at 4.98 µM. 360,000 compounds, 0.38% hits. AID 624267; in the data active = inhibition above about 21%;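 also: 0% = vehicle only and 100% = reference blocker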
LRH-1 inv ag = inverse agonists of human LRH-1 (NR5A2). O00482. HEK293T StAR-luciferase reporter, LRH-1 transfected, 24 h. inhibition, % at 3.6 µM. 360,000 compounds, 0.13% hits. AID 602396;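 active = inhibition above the mean inhibition of all tested compounds plus 3 SD, cut at about 73% in these data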;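 also: 0% = DMSO wells and 100% = reporter-only cells lacking LRH-1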
Target sequence (O00482 whole entry, looked up): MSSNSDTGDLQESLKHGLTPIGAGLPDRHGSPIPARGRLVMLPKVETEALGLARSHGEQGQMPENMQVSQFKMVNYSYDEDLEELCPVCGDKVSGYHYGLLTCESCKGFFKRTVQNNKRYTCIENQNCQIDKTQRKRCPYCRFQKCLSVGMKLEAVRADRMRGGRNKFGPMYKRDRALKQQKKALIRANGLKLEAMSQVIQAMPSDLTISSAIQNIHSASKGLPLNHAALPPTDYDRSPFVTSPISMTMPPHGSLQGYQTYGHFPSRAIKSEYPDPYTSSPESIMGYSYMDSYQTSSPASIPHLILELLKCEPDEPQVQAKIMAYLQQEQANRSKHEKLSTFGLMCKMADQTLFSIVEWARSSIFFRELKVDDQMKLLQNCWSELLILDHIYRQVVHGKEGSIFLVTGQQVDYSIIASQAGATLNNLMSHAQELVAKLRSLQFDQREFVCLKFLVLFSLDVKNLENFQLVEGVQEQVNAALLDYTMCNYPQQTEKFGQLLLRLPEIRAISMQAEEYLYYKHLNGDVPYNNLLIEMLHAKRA
TWEAK-Fn14 inh = inhibitors of TWEAK-Fn14 interaction signaling. 360,000 compounds, 2% hits. inhibition, % at 10 µM. AID 1159606. TWEAK-stimulated Fn14 reporter cells, luciferase luminescence, 8 h; in the data active = inhibition above about 50%
Granule exo inh = blocks lytic granule exocytosis. TALL-104 LAMP-1 surface exposure, flow cytometry; cells stimulated with thapsigargin and PMA. inhibition, % at 10 µM. 360,000 compounds, 0.66% hits. AID 651702;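 active = inhibition above about 55%, limit read from the data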
SRC3 inh = inhibits human SRC3 coactivator | Q9Y6Q9 | HEK293 GAL4-SRC3 luciferase reporter, luminescence | inhibition, % at 3.6 µM | 360,000 compounds, 0.17% hits;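 active = inhibition above a per-campaign cutoff, the mean of all compounds plus 3 SD, cut at about 60% in these data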;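 also: 0% = DMSO-treated cells and 100% = gossypol-treated cells at 36 µM; higher means less SRC3-driven luciferase light from the GAL4 reporter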
TLR9-MyD88 inh = TLR9-MyD88 interaction inhibition | 340,000 compounds, 0.21% hits | CHO BLA complementation TLR9-MyD88, CCF4 FRET ratio | Q9NR96+Q99836 | inhibition, % at 4.98 µM;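 active = inhibition above the mean over all tested compounds plus 3 SD, cut at about 21% in these data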;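 also: 0% = DMSO only wells and 100% = clavulanate BLA inhibitor control wells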
NCOA1 inh = inhibits human SRC1 coactivator. 360,000 compounds, 0.12% hits. Q15788. HEK293 GAL4-SRC1 luciferase reporter, luminescence. inhibition, % at 3.6 µM;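 active = inhibition above the campaign mean plus 3 SD, with each screening campaign given its own cutoff, cut at about 60% in these data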;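 also: 0% = DMSO treated cells and 100% = gossypol at 36 µM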
ABHD5-PLIN5 inh = blocks binding of human ABHD5 to perilipin-5; 360,000 compounds, 0.78% hits; Split G. princeps luciferase complementation, luminescence, 4 h; Q00G26+Q8WTS1; AID 602281; inhibition, % at 4 µM;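 active = inhibition above the mean inhibition across every tested compound plus 3 SD, cut at about 22% in these data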;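 also: 0% = DMSO only wells and the 100% control is not disclosed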
TROY NFkB inh = TROY signaling inhibition; 360,000 compounds, 0.98% hits; Q293 LMP1-TROYcd NF-kB luciferase reporter, 4 h; inhibition, % at 10 µM;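 active = compounds whose plate-normalised and pattern-corrected inhibition of the luciferase reporter signal at the single screening dose is 50% or more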
An asterisk follows results filed as active; · = not tested or not shown. An excerpt (hit frequency here may not be typical).

SMILES | NCOA2 inhibitor | COUP-TFII inh | NOD2-RIPK2 inh | LRH-1 inv ag | TWEAK-Fn14 inh | Granule exo inh | SRC3 inh | TLR9-MyD88 inh | NCOA1 inh | ABHD5-PLIN5 inh | TROY NFkB inh
CCN(CC)CCCN1C(=O)C(O)=C(C(=O)c2sc(C)nc2C)C1c1ccco1 (stereo not given) | -6 | 14 | -20 | 2 | 25 | -2 | -5 | -4 | 4 | 1 | 15
CNC(=S)NC1CC2CCCC(C1)N2Cc1ccccc1OC (stereo not given) | -3 | -8 | -3 | -15 | -21 | -2 | 1 | -5 | 8 | 9 | 14
N#Cc1nc(COc2ccc(Cl)cc2)oc1N1CCCCCC1 | -12 | 13 | 10 | -9 | -18 | 0 | 20 | -2 | 4 | -4 | -19
Cc1nn(C)c2nc(-c3cccs3)cc(C(F)(F)F)c12 | 6 | 4 | 7 | 5 | 9 | -3 | 22 | -2 | 3 | -3 | 11
CCOc1ccc(NC(=O)CS(=O)(=O)c2cn(C)c3ccccc23)cc1 | 5 | 8 | -1 | 15 | 19 | 0 | 0 | -9 | -1 | 6 | 1
Cc1ccc(/C=C2/Sc3ccc(C(=O)N4CCN(c5ccccn5)CC4)cc3NC2=O)cc1 | -5 | 2 | -3 | -6 | 21 | 5 | -1 | -18 | 8 | -3 | 33
COc1ccccc1NC(=O)C(CCS(C)(=O)=O)N1C(=O)c2ccccc2C1=O (stereo not given) | 5 | 5 | 3 | -6 | 8 | 1 | 15 | -10 | -2 | -2 | 0
CC(=O)Nc1sc(N/N=C\c2ccccc2F)nc1-c1cccs1 | 10 | 2 | -12 | -24 | 16 | 13 | 24 | 7 | 3 | -19 | -41
Cc1ccc(C)c(OCc2cc(C(=O)N3CCOCC3)no2)c1 | -93 | -52 | -4 | -31 | -30 | -2 | -50 | -5 | -30 | 7 | -66
Cc1nc(CC(=O)c2c(C)cc(O)cc2O)cs1 | 3 | -3 | 0 | 16 | 25 | -3 | 5 | -1 | -37 | -8 | 25
Cc1c(C(=O)NC2CCCc3ccccc32)oc2ccccc12 (stereo not given) | 0 | 19 | 7 | 10 | -16 | -3 | -15 | 9 | -1 | -1 | -29
COc1ccccc1OCC(=O)NCCNC(=O)COc1ccccc1OC | -8 | -5 | 11 | 12 | 7 | -4 | 3 | -4 | -19 | -5 | 12
COc1cc(CN2C[C@@H](CO)O[C@@H](n3cnc4c(NCC(C)C)ncnc43)C2)cc(OC)c1OC | -14 | 10 | 2 | 1 | -13 | -3 | -15 | · | 2 | -12 | 9
CC(C)(C)C1CCC(=NNC(=O)c2cc3c(s2)CCCC3)CC1 (stereo not given) | -12 | -3 | -8 | 5 | -7 | -3 | 18 | 4 | 2 | -3 | -59
COc1cc(/C=C2\SC(=S)N(NC(=O)c3cccnc3)C2=O)ccc1O | -12 | -14 | 11 | 13 | 9 | 0 | 18 | 8 | 8 | 2 | -6

Results in NCOA2 inhibitor and LRH-1 inv ag (two entries from above):
| SMILES | NCOA2 inhibitor | LRH-1 inv ag |
| --- | --- | --- |
| Cc1nn(C)c2nc(-c3cccs3)cc(C(F)(F)F)c12 | 6 | 5 |
| Cc1ccc(/C=C2/Sc3ccc(C(=O)N4CCN(c5ccccn5)CC4)cc3NC2=O)cc1 | -5 | -6 |

Continued:
SMILES | NCOA2 inhibitor | COUP-TFII inh | NOD2-RIPK2 inh | LRH-1 inv ag | TWEAK-Fn14 inh | Granule exo inh | SRC3 inh | TLR9-MyD88 inh | NCOA1 inh | ABHD5-PLIN5 inh | TROY NFkB inh
COCCCNC(=O)Nc1ccc(F)cc1F | -25 | -8 | -5 | 2 | -18 | -5 | -3 | -2 | -11 | -2 | 16
Cc1ccc(NC(=O)Cc2nnc(N)s2)cc1 | 3 | -12 | -6 | -12 | -8 | 6 | 5 | · | 21 | 12 | -13
CCN(CCCNC(=O)CNC(=O)c1nn(-c2ccc(OC)cc2)c(=O)c2ccccc12)c1cccc(C)c1 | 16 | 10 | 2 | -15 | -2 | 33 | 11 | 3 | 2 | -6 | -23
COc1ccc(O)c(-c2cc(-c3cccc(Br)c3)n[nH]2)c1 | -56 | -17 | 4 | -117 | -6 | 7 | -83 | 2 | -62 | -9 | ·
CCN(CC)S(=O)(=O)c1cc(C(=O)OCC(=O)c2ccc3c(c2)NC(=O)CO3)ccc1F | -1 | -1 | -22 | 6 | 7 | -1 | 28 | -4 | -37 | -2 | 26
Cc1ccc(S(=O)(=O)N2CCC(C(=O)N3CCN(Cc4ccccc4)CC3)CC2)cc1 | 7 | 18 | -11 | 8 | -2 | 2 | -15 | -8 | -5 | -1 | -7
CCN(c1ccccc1)S(=O)(=O)c1ccc(OC)c(N=N/C(C(=O)Nc2ccccc2)=C(/C)O)c1 | 5 | 3 | -5 | -19 | 4 | 9 | 6 | -11 | -13 | -4 | 14
Cc1cc(C)n(-c2ccc(NC(=O)C3CCCCN3C(=O)c3sccc3C)cc2)n1 (stereo not given) | -7 | 9 | -1 | 17 | -18 | -2 | 2 | -2 | -1 | -5 | 0
COc1ccc2c(c1)CCc1cc(C(=O)O)sc1-2 | -16 | -6 | -2 | -7 | -7 | -6 | 12 | 2 | -7 | -4 | -34
O=C(NCC1CCCO1)c1ccccn1 (stereo not given) | -10 | 0 | -5 | -3 | -9 | -1 | 8 | 5 | -1 | -2 | 5
C=CCn1cnc2c(sc3nc(C)cc(C)c32)c1=O | -44 | -10 | -3 | -12 | -16 | -3 | -23 | -2 | -19 | -5 | -50
Cc1ccc(OCC(=O)Oc2cccc(C)c2C)cc1 | 8 | 1 | -14 | 9 | -53 | 1 | 8 | -10 | 12 | 6 | -20
CCC(C)[C@@H](NC(=O)OC(C)(C)C)c1nnc(S(=O)(=O)Cc2cccc(C)c2)o1 (stereo not given in full) | -18 | -25 | 24* | -17 | 40 | 81* | 1 | 8 | 0 | 73* | 28
Nc1nn(-c2ccccc2)nc1C(=O)OCc1ccccc1F | · | · | 2 | -16 | -10 | 0 | -1 | -7 | -40 | -4 | -58
COc1ccc(S(=O)(=O)N2CCC(C(=O)Nc3ccccc3N3CCCCC3)CC2)cc1OC | 4 | 10 | 2 | -22 | 12 | 1 | 9 | -12 | -36 | -3 | -1
CCCCN(CCCC)S(=O)(=O)c1ccc(NC(=O)c2cccs2)cc1 | 12 | 19 | -4 | 27 | 26 | -2 | 2 | 7 | 12 | -3 | 22
CCCn1c(SCC(=O)Nc2ccc(Cl)cn2)nnc1C1CC1 | 2 | -9 | 6 | -14 | 20 | 3 | 6 | 2 | -15 | -3 | -1
CCOC(=O)C(NC(=O)CCl)(Nc1sc(C)c(CC)c1C#N)C(F)(F)F (stereo not given) | 8 | 6 | 2 | 22 | 14 | 2 | 23 | -5 | -1 | 6 | 6
O=C(O)CC1C(=O)NCCN1CCCc1ccccc1 (stereo not given) | -9 | 7 | 0 | -6 | -3 | 0 | -1 | 2 | 5 | -2 | 5
O=C(CN1C(=O)NC2(CCCC2)C1=O)N1CCN(S(=O)(=O)c2ccccc2[N+](=O)[O-])CC1 | 1 | -10 | -7 | 17 | -5 | 4 | 1 | -5 | -1 | 0 | -1
CCc1ccc(NC(=O)Cn2cnc([N+](=O)[O-])c2)cc1 | 2 | 14 | -10 | -2 | 7 | -9 | 9 | 2 | 9 | 5 | 10
O=C1NC2(CCCCC2)CO1 | -2 | -7 | -3 | -17 | -2 | -2 | -21 | -4 | -2 | 2 | 4
O=c1c2c3nc4ccccc4nc3n(CCN3CCOCC3)c2ncn1CCN1CCOCC1 | -7 | 20 | -11 | 5 | 8 | 1 | 13 | -7 | 17 | 1 | -4
O=C(NC1=NCCS1)c1ccccc1OCc1ccccc1Cl | -4 | 14 | -4 | -26 | 11 | 1 | -5 | -4 | -1 | -1 | -8
CCC(C)(C)NC(=O)C(C(C)C)N(CC1CCCO1)C(=O)CNS(=O)(=O)c1ccccc1 (stereo not given) | -24 | 5 | -6 | -1 | -2 | 13 | 10 | -5 | 8 | -4 | 10
COC(=O)c1cc(Cl)c(NC(=O)/C=C/c2ccc(OC)c(OC)c2)cc1OC | -4 | -11 | -3 | 13 | 21 | -1 | 7 | 0 | -14 | -3 | 19
COc1ccc(N(C(=O)c2ccncc2)S(=O)(=O)c2ccc3c4c(cccc24)C(=O)N3C)cc1 | 3 | -5 | -1 | -1 | 34 | -1 | 0 | 2 | -8 | 1 | 64*
CCOC(=O)[C@H]1[C@H]2COc3ccc(Cl)cc3[C@@H]2N2C(=O)c3ccc(C)cc3NC(=O)[C@@]12C | 2 | 12 | 0 | 8 | -20 | 38 | -1 | 3 | 11 | 16 | -15
O=C(CSc1nnc(NC(=O)Cc2ccccc2)s1)NCC1CCCO1 (stereo not given) | -31 | -22 | -3 | 0 | -3 | -3 | -10 | -3 | -1 | 1 | -3
Cc1oc2c(c(C)cc3oc(=O)c(CC(=O)NCCCN4CCCC4=O)c(C)c32)c1C | -15 | 4 | -14 | -5 | -27 | 1 | -2 | -20 | -11 | 5 | -26
O=C(CSc1nc2ccccc2c(=O)[nH]1)Nc1ccccc1O | -10 | 0 | 2 | 13 | 18 | -6 | -7 | -3 | -12 | 10 | 0
COc1ccc(NC(=O)Cn2c(=O)n(CC3CCCO3)c(=O)c3ccccc32)c(OC)c1 (stereo not given) | -29 | 5 | 0 | -7 | 9 | -7 | -7 | 9 | -1 | 9 | 1
CCCCN(C(=O)c1ccc(OC)c([N+](=O)[O-])c1)c1c(N)n(CCC)c(=O)[nH]c1=O | 14 | -1 | -4 | 22 | -10 | 12 | -4 | -6 | 10 | -1 | 0
CN(Cc1ccco1)S(=O)(=O)c1cc(F)ccc1CN1C(=O)c2cccnc2C1=O | 2 | -15 | -5 | 23 | 23 | 1 | 16 | -4 | -23 | 4 | 11
CCN(C(=O)/C=C/c1cc(OC)c(OC)c(OC)c1)C1CCCCC1 | -28 | 6 | 9 | -2 | -27 | -14 | -14 | 2 | -5 | -10 | 10
Cc1cc(C)c2c(c1)[C@@H]1C=CC[C@@H]1[C@H](c1ccc(S(=O)(=O)N3CCOCC3)cc1)N2 | -13 | 2 | 5 | 16 | 0 | -3 | 17 | -3 | 3 | 19 | 3
O=C1CSC(=S)N1c1cccnc1 | -8 | -7 | 3 | -14 | 35 | -7 | 3 | 6 | -6 | -14 | 3
Cc1ccc(CN2CCC(NC(=O)c3ccccc3)CC2)cc1 | 18 | 6 | 8 | 2 | 25 | -6 | -4 | 6 | 8 | -2 | 0
O=S(=O)(c1ccccc1)N(CC(O)Cn1c2ccccc2c2ccccc21)c1ccccc1 (stereo not given) | 15 | 10 | -9 | 3 | 37 | -1 | 10 | 2 | -2 | -3 | 29
C/C(=N\NC(=O)c1nnn(-c2nonc2N)c1C(C)C)c1cc(C)sc1C | 24 | 0 | -3 | -18 | -18 | -4 | -52 | -3 | 15 | 6 | 7
O=C(Nc1ccc(C(=O)N2CCN(c3ccncc3)CC2)cc1)c1ccc(Br)o1 | -3 | -12 | -8 | -16 | -8 | -3 | · | · | · | 2 | -3
O=C1CCC(=O)N1c1ccc(S(=O)(=O)Nc2ccc(Br)cc2)cc1 | -2 | -8 | -4 | -4 | 22 | -13 | -1 | -2 | 20 | -1 | 10
